# Screening data: PubChem BioAssay, The Scripps Research Institute Molecular Screening Center
# TbREL1 primary: TbREL1 inhibition, primary screen; AID 1117264; P86926; inhibition, % at 9.66 µM; 89,000 compounds, 0.49% hits; TbREL1 RNA ligation, FRET fluorescence;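 active = inhibition above the mean inhibition across all screened compounds plus 3 SD, cut at about 11% in these data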;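 note: 0% = plate median of test wells and 100% = NSC42067 control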
# Target sequence (P86926 whole entry, looked up): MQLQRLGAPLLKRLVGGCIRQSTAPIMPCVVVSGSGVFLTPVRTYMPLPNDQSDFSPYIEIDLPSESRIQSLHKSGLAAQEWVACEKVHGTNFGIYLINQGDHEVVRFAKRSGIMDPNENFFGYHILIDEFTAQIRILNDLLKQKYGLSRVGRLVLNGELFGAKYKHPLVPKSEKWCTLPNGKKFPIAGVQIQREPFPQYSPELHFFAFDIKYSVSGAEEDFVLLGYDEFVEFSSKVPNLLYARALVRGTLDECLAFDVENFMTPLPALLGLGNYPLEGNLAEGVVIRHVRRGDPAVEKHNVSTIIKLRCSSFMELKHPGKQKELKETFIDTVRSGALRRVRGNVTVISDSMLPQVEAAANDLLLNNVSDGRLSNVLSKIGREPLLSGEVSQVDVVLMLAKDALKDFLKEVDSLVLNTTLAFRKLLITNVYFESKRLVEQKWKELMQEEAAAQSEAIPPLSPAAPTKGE
# * hit, by the source's call. These rows are one share of the data; the hit share may differ from the screen's.
canonical_smiles | TbREL1 primary
COc1ccc(S(=O)(=O)N2CCN(C(=O)c3cccs3)CC2)cc1 | -0.1
CCCC(=O)Nc1nc2ccc(NC(=O)c3ccccc3F)cc2s1 | 5.7
CCn1c(SCC(=O)OC(C)C)nnc1-c1ccccc1OC | 3.5
CCOc1ccc([N+](=O)[O-])c(N)c1 | 1.3
COc1ccc2nc(NC(=O)C(NS(=O)(=O)c3cccs3)C(C)C)sc2c1 (stereo unspecified) | 1.6
O=C(NCc1ccccc1)N1CCC(c2nc3ccc(Cl)cc3[nH]2)CC1 | 0.7
Nc1c(C(=O)c2ccc(Cl)cc2)oc2ccccc12 | -0.6
O=S1(=O)N[C@H](Cc2ccccc2)COc2cc(N3CCN(Cc4ccccc4F)CC3)ccc21 | -3.3
O=C(CCc1ccccc1)N1CCN(S(=O)(=O)c2cccs2)CC1 | -1.8
COC(=O)C1=C(C)N(CCc2ccccc2)C(=O)/C1=C\c1ccco1 | 1.0
O=C(NNC(=O)c1ccccc1C(F)(F)F)c1csc(N2CCOCC2)n1 | 4.7
CN(C)S(=O)(=O)N1CCC(C(=O)O)(c2ccccc2)CC1 | -2.4
CCOc1ccc(C(=O)C(C)OC(=O)CN2C(=O)NC(C)(C)C2=O)cc1 (stereo unspecified) | -0.2
O=C(c1cccc(Cl)c1)N1CCCC(C(=O)N2CCN(c3ccccc3)CC2)C1 (stereo unspecified) | -3.8
Cc1ccsc1S(=O)(=O)n1c(CN2CCOCC2)nc2ccccc21 | -3.0
COC(=O)c1cc(NC(=O)c2ccco2)ccc1N1CCOCC1 | -0.9
COc1ccc(CCC(=O)OCC(=O)c2ccc(C)cc2)cc1 | 0.2
COc1ccc2cc(C3(C)NC(=O)N(CC(=O)NCCC4=CCCCC4)C3=O)ccc2c1 (stereo unspecified) | -2.8
Cc1ccccc1-c1cnc(C(O)c2ccc(C(C)(C)C)cc2)[nH]1 (stereo unspecified) | 3.5
CCc1ccccc1NC(=O)CN(c1cccc(OC)c1)S(C)(=O)=O | 6.0
CC(C)Nc1ncnc2c1cnn2-c1ccc(Cl)cc1 | 0.0
CCOC(=O)c1cc2occc2n1CC(=O)NCCOC | 2.9
CCOC(=O)N1CCN(C(=O)C2CCC(=O)N(Cc3ccc(Cl)cc3)C2)CC1 (stereo unspecified) | 0.8
COc1ccc(S(=O)(=O)N2CC=C(C(=O)Nc3ccc(NC(C)=O)cc3)CC2)cc1 | 1.1
CSc1ccccc1NC(=O)CN(C)CC(=O)Nc1cccc(Br)c1 | 2.5
COc1ccc(C)cc1-n1nnnc1SC/C(O)=C(\C#N)c1nc2ccccc2[nH]1 | -1.2
CCN(CC(=O)NCc1cccs1)C(=O)c1cccc(S(=O)(=O)NCc2ccccc2)c1 | -3.2
COc1ccc(CNC(=O)CSc2nnc(C)s2)cc1 | 0.9
COc1cc(C(=O)N2CCC(NC(=O)C(Cc3ccccc3C)NC(C)=O)CC2)cc(OC)c1OC (stereo unspecified) | 1.3
NC(=O)Cn1cnc(-c2ccccc2)c1 | 6.4
COc1ccc(-c2noc3c2-c2nc(-c4ccccc4)sc2CC3)cc1 | 2.0
CC(Sc1nnnn1-c1ccccc1)C(=O)Nc1ccc(Cl)cn1 (stereo unspecified) | 7.1
O=C1CCN(Cc2ccccc2)C=C1c1ccc(Cl)cc1 | -5.3
CC(C)C(=O)N1CCC2(CC1)Oc1ccc(Cl)cc1C(=O)C21CC(c2ccccc2)=NO1 (stereo unspecified) | -0.4
CN(C)/C=N/C1=C(C#N)C(c2cccs2)c2ccc3ccccc3c2O1 (stereo unspecified) | 2.0
COC(=O)c1cccc(Nc2ccc([N+](=O)[O-])cn2)c1 | 0.4
O=S(=O)(c1ccc(Br)s1)N1CCN(c2ccc(F)cc2)CC1 | 2.0
O=C(CNC(=O)c1ccco1)OCC(=O)c1ccc(Cl)cc1Cl | -3.1
O=C(NNC(=O)c1cccc2ccccc12)c1ccc(Cl)c(Cl)c1 | 0.5
O=C(NCC1CCCO1)C1CCCN(Cc2cnn(-c3ccccc3)c2-n2cccc2)C1 (stereo unspecified) | -0.9
CC(NC(=O)Cn1c(NCCO)nc2ccccc21)c1ccccc1 (stereo unspecified) | 1.3
COc1ccc(-c2nn(-c3ccccc3)cc2/C=N/NS(=O)(=O)c2ccccc2)cc1 | -0.2
CC(C)(CNC(=O)c1ccc(NS(=O)(=O)c2ccc(F)cc2)cc1)N1CCOCC1 | 4.1
COc1ccnc(N=CNOCc2cccc(Cl)c2Cl)c1C#N | 0.1
Cc1ccc2c(C)cc(=S)[nH]c2c1 | 3.8

# Of the compounds above, these have bromine.
canonical_smiles | TbREL1 primary
CSc1ccccc1NC(=O)CN(C)CC(=O)Nc1cccc(Br)c1 | 2.5
O=S(=O)(c1ccc(Br)s1)N1CCN(c2ccc(F)cc2)CC1 | 2.0

# (further entries)
canonical_smiles | TbREL1 primary
COc1ccc(NC(=O)CN2C(=O)C(C)Oc3ccccc32)cc1 (stereo unspecified) | -0.3
Cc1cc(C)c(C#N)c(SCCS(=O)(=O)c2ccc(C(C)(C)C)cc2)n1 | 5.2
N#CCCN(CCC#N)c1nncs1 | 1.4
Cc1ccc(-c2nnc3n2N=C(c2ccc4ccccc4c2)CS3)cc1 | 2.1
CCOC(=O)c1cccc(-c2cc(C(=O)OC)c3n(c2=O)CCC3)c1 | -2.2
Cc1ccc(-c2csc3nc4cc(C(=O)NC5CCC(O)CC5)ccc4c(=O)n23)cc1 (stereo unspecified) | -2.8
O=C(O)c1ccc2c(c1)C(=O)N(C(Cc1ccccc1)C(=O)O)C2=O (stereo unspecified) | 7.9
O=S(=O)(NC1=NCCCCC1)c1ccccc1Cl | -0.6
Cn1cc(C(=O)c2ccccc2)cc1-c1nc2ccccc2n1C | -2.4
C=C(C)C1CC=C(C)/C(=N\NC(=O)CCC(=O)Nc2ccc(C)c(C)c2)C1 (stereo unspecified) | 3.4
CCc1ccc(C2CC(c3cccc(OC)c3)n3nc(N)nc3N2)cc1 (stereo unspecified) | -2.3
Cc1cccc(NC(=O)CSCc2c(C)noc2C)c1C | 1.0
COc1cc(CN2CCNC(=O)C2CC(=O)NC2CCCC2)cc(OC)c1 (stereo unspecified) | -0.8
COC(=O)c1cnc(N2CCCN(S(=O)(=O)c3ccccc3)CC2)nc1C(F)(F)F | -1.6
CC(=O)Oc1ccc2c(C)c(CC(C)O)c(=O)oc2c1 (stereo unspecified) | 1.3

# Some of these compounds in order of count of non-hydrogen atoms, ascending:
canonical_smiles | TbREL1 primary
COc1ccnc(N=CNOCc2cccc(Cl)c2Cl)c1C#N | 0.1
COc1cc(CN2CCNC(=O)C2CC(=O)NC2CCCC2)cc(OC)c1 (stereo unspecified) | -0.8
O=C(c1cccc(Cl)c1)N1CCCC(C(=O)N2CCN(c3ccccc3)CC2)C1 (stereo unspecified) | -3.8

# An excerpt from above in order of the TbREL1 primary value, smallest number first.
canonical_smiles | TbREL1 primary
COc1ccc(NC(=O)CN2C(=O)C(C)Oc3ccccc32)cc1 (stereo unspecified) | -0.3
COc1ccc(-c2nn(-c3ccccc3)cc2/C=N/NS(=O)(=O)c2ccccc2)cc1 | -0.2
Cc1cc(C)c(C#N)c(SCCS(=O)(=O)c2ccc(C(C)(C)C)cc2)n1 | 5.2

# The listing continues:
canonical_smiles | TbREL1 primary
O=C(Cc1cccc(NC(=O)C2CCCN(C(=O)C3CCCC3)C2)c1)Nc1cccc(C(=O)N2CCCCC2)c1 (stereo unspecified) | 0.8
Cc1ccc(Cn2cc(COC(=O)N3CCOCC3)nn2)cc1 | 0.2
O=C(OC1CC2CCC(C1)[N+]21CCCC1)C(O)(c1ccccc1)c1ccccc1 (stereo unspecified) | 0.4
Cn1c(O)c(/C=N/NC(=O)c2cc3ccccc3cc2O)c2ccccc21 | -6.5
CC(=O)NC(Cc1c[nH]c2ccccc12)C(=O)NCCc1ccccn1 (stereo unspecified) | -4.1
Cc1c(Cl)cccc1NC(=S)NN1CCOCC1 | -2.9
CCOC(=O)[C@]12CCC=C1N(Cc1ccco1)C(=O)[C@H](CC(=O)NCc1cccs1)C2 | -4.4
O=C1CCC(C(=O)Nc2ccccc2)N1 (stereo unspecified) | 1.8
COc1cccc(CNc2nc(NCc3ccccc3)nc3ccsc23)c1 | 12.8*
Cc1ccsc1/C=C/c1ccc2ccccc2n1 | 5.8
Clc1ccc(-c2c[n+]3c(n2-c2ccccc2)SCC3)cc1 | 5.1
O=C(Nc1ccc2c(c1)CCC2)c1ccccc1 | 3.6
CC(C)(C)[C@H]1COC(=O)CCC/C=C/C[C@H](CC(=O)N(CCO)Cc2ccccc2)C(=O)N1 | 9.1
CCOC(=O)c1sc(NC(=O)CC2OC(=O)c3ccccc32)nc1C (stereo unspecified) | 7.8
COc1cc(-c2noc(C)c2C#Cc2ccccn2)cc(OC)c1OC | -1.1

# More records:
Molecule | TbREL1 primary
O=C(NCCCNC(=O)c1cc(Cl)ccc1Cl)c1ccco1 | 3.3
C=CCn1c(-c2ccc(Cl)cc2)cnc1SC(C)C(N)=O (stereo unspecified) | 3.9
O=C(CSc1nc2ccccc2o1)N1CCN(C(=O)c2ccco2)CC1 | -2.0
Cc1ccc(C)c(NC(=O)CN(C)C(=O)Cc2ccccc2)c1 | -1.1
CN(C)S(=O)(=O)c1cccc(C(=O)N2CCN(C(=O)C3CCCO3)CC2)c1 (stereo unspecified) | -0.1
O=C(N/N=C/c1ccc(OC(=O)c2ccccc2Br)cc1)c1ccccn1 | -1.1
C[C@@H]1COc2cc(N3CCC[C@H]3CO)ccc2S(=O)(=O)N1 | 4.2
CN(CCO)c1cccc2c1S(=O)(=O)N[C@@H](Cc1ccccc1)CO2 | -1.4
O=C(CCSCCc1ccccn1)Nc1ccc(Cl)cn1 | -2.9
CC(C)(C)c1ccc(CNc2nc(-c3ccccn3)nnc2-c2ccccc2)cc1 | 10.5
CC1(C(=O)NS(=O)(=O)c2ccccc2)CCN1C(=O)CC1CCCC1 (stereo unspecified) | 3.6
CCc1ccc(NC(=O)Nn2cnnc2)cc1 | 0.4
COCCn1cnc2c1c(=O)n(Cc1ccccc1C#N)c(=O)n2Cc1ccccc1 | 0.5
O=C1CCC(C(=O)N2CCCC(C(=O)c3ccc4ccccc4c3)C2)=NN1 (stereo unspecified) | -1.6
CC(NS(=O)(=O)c1ccc(Cl)c(Cl)c1)C(=O)OCC(=O)N1CCCCCC1 (stereo unspecified) | 0.2
C[C@]12c3[nH]c4cc(-c5ccco5)ccc4c3CCN1C(=O)[C@@H](CC(=O)NCc1cccc(C(F)(F)F)c1)C[C@@H]2C(=O)N1CCCCC1 | -2.7
COc1cccc(C(C(=O)NC2CCCC2)N(C(=O)c2ccco2)c2ccc(C(C)=O)cc2)c1OC (stereo unspecified) | 0.5
O=C(Nc1ccc2c(c1)OCO2)c1cccc2c1C(=O)N(C1CCCCC1)C2 | 1.6
CCOC(=O)C1CCN(C(=O)c2cc(S(=O)(=O)N(C)C)ccc2N2CCCC2)CC1 | -3.0
Cc1ccc(CSCc2ccc(C(=O)NC3CCCC3)o2)cc1 | 9.7
COc1cc(-c2noc(C)c2C(=O)NCCc2ccccc2)cc(OC)c1OC | 5.3
O=C(Nc1ccc(N2CCOCC2)cc1)c1ccc(Cl)c(S(=O)(=O)N2CCCCC2)c1 | -0.2
CCOC(=O)C1=C[C@@H](C2CCCCC2)N(S(=O)(=O)c2ccc([N+](=O)[O-])cc2)[C@H]1c1ccccc1 | 4.8
COc1ccc(CC(=O)NNc2ncnc3c2cnn3Cc2ccccc2)cc1OC | -2.7
CCOC(=O)N1CCN(Cc2cccs2)CC1 | 1.1
COc1ccc(O)c(-c2cc(-c3cccc(Br)c3)n[nH]2)c1 | 4.7
CCN(c1c(C)n(C)n(-c2ccccc2)c1=O)S(C)(=O)=O | -0.1
COc1ccc(CN(C)C(=O)c2ccccc2OCc2c(C)noc2C)c(OC)c1 | -1.7
COc1ccccc1N=Nc1ccc(N)c(C)c1 | -2.8
CCOc1cccc(C(=O)Nc2ccccc2OC(F)F)c1 | 0.3
CCOC(=O)/C(C#N)=N/Nc1ccc(S(=O)(=O)N2CCc3ccccc32)cc1 | -4.6
Cc1[nH]c2ccccc2c1CC(=O)Nc1ccc(N(C)c2cccnc2)c(-c2cccc(Cl)c2)c1 | -0.6
CCOc1ccc(-n2c(SCC(=O)Nc3cccc4ccccc34)nnc2-c2ccncc2)cc1 | -1.4
O=C(NNC1=NC2(CCCC2)Cc2ccccc21)c1ccncc1 | 0.3
COC(=O)c1cn(NC(=O)Cc2ccc(Cl)c(Cl)c2)c(=O)c2ccccc12 | 6.9
Cc1cc(C)n(-c2n[nH]c(C)c2[N+](=O)[O-])n1 | 4.0
COc1ccccc1C(=O)NCCC(=O)Nc1nc2ccccc2[nH]1 | 2.0
CC(C(=O)Nc1nccs1)N1C(=O)C2CC=CCC2C1=O (stereo unspecified) | 1.4
C=CCN(CC(O)c1cccc([N+](=O)[O-])c1)C(C)CCc1ccccc1 (stereo unspecified) | -0.7
Cc1cc(C)n(CCNS(=O)(=O)c2ccc(Cl)cc2)n1 | 0.5
COc1ccc(C(=O)NCC23C=CC(O2)C2C(=O)N(Cc4ccccc4)C(=O)C23)cc1 (stereo unspecified) | 0.9
COc1ccc2c(CSc3nc4nc(C)cc(C)n4n3)cc(=O)oc2c1 | -0.6
O=C(NCCCN1CCOCC1)c1cc2c(s1)CSC2 | -1.3
COc1ccc(/C=N/Nc2nc(Nc3ccccc3)nc(N3CCCCC3)n2)cc1OC | -0.4
O=C(O)COc1ccc(/C=C/C(=O)c2ccc(C3CCCCC3)cc2)cc1 | 0.9
COc1ccc(CNC(=O)CN(c2ccc(OC)cc2)S(=O)(=O)c2c(C)nn(C)c2C)cc1 | 0.3
N#CCC(=O)Nc1ccc(C(=O)NCCc2c[nH]c3ccccc23)cc1 | -8.4
COc1cccc(C(=O)NCC2(c3ccccc3)CCCC2)c1 | 3.7
COc1ccc(NS(=O)(=O)c2cccc3nonc23)c(OC)c1 | 3.2
COc1cccc(-c2ocnc2C(=O)Nc2ccc(N3CCOCC3)cc2N2CCOCC2)c1 | -0.3
Cc1cc(OCc2cc(C(=O)N3CCN(C)C(=O)[C@@H]3C)no2)cc(C)c1Cl | 1.6
COc1ccc(-c2c(-c3ccccc3OC)sc3ccccc23)cc1C=O | -0.4
O=C(CCN1C(=O)c2ccccc2C1=O)Nc1ccc2c(c1)OCCO2 | -1.2
COc1cc(OC)cc(C(=O)NCC(=O)N2CCN(c3ccc(O)cc3)CC2)c1 | -5.8
O=C(CSc1nnc(CNC(=O)c2cccs2)o1)Nc1cccc(C(F)(F)F)c1 | -1.4
COC(=O)Cc1ccc(NC(C)=O)cc1 | -0.6
